PI5P4K alpha inh = PI5P4K alpha (human) kinase inhibition; P48426; PI5P4Kalpha enzyme, ADP-Glo luminescence, 60 min; hits give low values; max response, %; actives 1.2% (n = 330,000); active = max response of -50% or lower; inconclusive = between -30% and -50%; inactive = -30% or higher; note: value at the top dose of about 77 µM; % is set by controls: 0 for no effect and ±100 for the full control effect
Target sequence (P48426 whole entry, looked up): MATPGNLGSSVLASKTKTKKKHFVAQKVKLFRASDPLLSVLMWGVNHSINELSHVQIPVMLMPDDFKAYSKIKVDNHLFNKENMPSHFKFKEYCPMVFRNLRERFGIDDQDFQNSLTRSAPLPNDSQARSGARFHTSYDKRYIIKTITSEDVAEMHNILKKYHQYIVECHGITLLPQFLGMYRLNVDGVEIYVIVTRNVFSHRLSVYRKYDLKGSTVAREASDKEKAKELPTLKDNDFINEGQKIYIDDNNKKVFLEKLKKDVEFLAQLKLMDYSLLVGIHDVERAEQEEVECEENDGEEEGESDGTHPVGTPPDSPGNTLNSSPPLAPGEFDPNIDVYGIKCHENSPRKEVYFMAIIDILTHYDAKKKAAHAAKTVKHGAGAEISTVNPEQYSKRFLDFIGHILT
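Compounds were pin-transferred onto PI5P4Kalpha and substrate in HEPES pH 7.4 buffer with EGTA, CHAPS and 5% DMSO. ATP (5 microM final) started the reaction, which ran 60 minutes at room temperature before ADP-Glo detection.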
D3 antag = antagonists of human D3 dopamine receptor. P35462. D3R cells, DiscoveRx beta-arrestin luminescence, antagonist mode; hits give low values. max response, negative = inhibition, %. actives 2.5% (n = 360,000). AID 652054; in the data active = max response below about -50%; inconclusive = no clear call, values can overlap the other calls; note: % is set by controls: 0 for no effect and ±100 for the full control effect; mostly tested at two doses, the higher about 12 µM
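Cells plated overnight at 1500 cells/well, then exposed to library compounds with dopamine controls for 90 minutes at 37 degrees C. DiscoveRx reagent added for 30–60 minutes at room temperature; luminescence read, quantitative HTS format.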
PLK1 PBD inh = blocks phosphopeptide binding to human PLK1 polo-box domain; Potency, µM, for inactives: max response, negative = inhibition, hits mostly inhibitors; actives 2.8% (n = 360,000); P53350; Plk1 PBD binding of FITC phosphopeptide, fluorescence polarization; note: potency is the fitted concentration of half-maximal effect; series mostly up to about 57 µM; % is set by controls: 0 for no effect and ±100 for the full control effect; nearly all actives have a fitted effect of over 65% in size
WRN helicase inh = WRN helicase (human) inhibition; Q14191; WRN helicase unwinding, fluorescent forked duplex, kinetic; Potency, µM (doses to about 114 µM), for inactives: at the top dose activity change, negative = inhibition, hits mostly inhibitors; actives 0.46% (n = 360,000); note: potency is the fitted concentration of half-maximal effect; % is set by controls: 0 for no effect and ±100 for the full control effect; nearly all actives have a fitted effect of over 55% in size
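WRN at 20 nM final preincubated with compound 15 min at room temperature; reaction started with 100 nM fluorophore/quencher forked duplex oligonucleotide and 2 mM ATP final. Unwinding followed kinetically by red fluorescence (ex 525, em 598 nm).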
GLP-1R agonist = activates the human GLP-1 receptor; P43220; HEK293 GLP-1R CRE-luciferase, luminescence, 4-6 h; cells express a hypersensitive GLP-1R form; Potency, µM (highest dose often 45.6 µM), inactives show at the top dose activation, usual class: activators; actives 0.007% (n = 380,000); AID 624172; note: potency is the fitted concentration of half-maximal effect; % of control where 0% means no effect
Target sequence (P43220 whole entry, looked up): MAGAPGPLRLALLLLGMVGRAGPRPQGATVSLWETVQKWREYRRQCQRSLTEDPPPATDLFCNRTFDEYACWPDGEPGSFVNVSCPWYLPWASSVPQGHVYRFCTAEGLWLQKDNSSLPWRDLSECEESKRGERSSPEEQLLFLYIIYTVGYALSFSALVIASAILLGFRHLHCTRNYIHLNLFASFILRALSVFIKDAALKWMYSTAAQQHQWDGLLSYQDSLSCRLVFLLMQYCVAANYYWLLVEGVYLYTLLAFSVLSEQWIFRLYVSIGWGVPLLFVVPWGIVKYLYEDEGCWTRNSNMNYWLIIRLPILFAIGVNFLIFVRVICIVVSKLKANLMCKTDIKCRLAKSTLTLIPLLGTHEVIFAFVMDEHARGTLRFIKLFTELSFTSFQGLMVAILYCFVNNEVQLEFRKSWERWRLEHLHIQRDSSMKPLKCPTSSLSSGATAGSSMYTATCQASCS
HEK293 tox = cytotoxicity in counter-screen for GLP-1R inverse agonists | HEK293 cAMP-luciferase reporter cells, luminescence, 24 h | Potency, µM (top dose mostly 38.3 µM), inactives show at the top dose activity change, negative = inhibition, most hits filed as inhibitors | actives 0.13% (n = 410,000) | AID 624418;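 note: loss of luciferase light is scored as toxicity; potency is the fitted concentration of half-maximal effect; % is set by controls: 0 for no effect and ±100 for the full control effect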
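MLSMR compounds, 24 hr on cells at 37 deg C/5% CO2; luminescence after luciferase reagent (12 min RT). Inhibition counted as the undesired cytotoxic outcome.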
GLP1R inv ag = acts as inverse agonist at human GLP-1 receptor; HEK293 GLP-1R CRE-luciferase, luminescence, 24 h; GLP-1R form is constitutively active; Potency, µM (top dose mostly 38.3 µM), for inactives: top-dose activity change, negative = inhibition, most hits filed as inhibitors; actives 1.6% (n = 410,000); AID 624417; note: potency is the fitted concentration of half-maximal effect; % is set by controls: 0 for no effect and ±100 for the full control effect; nearly all actives have a fitted effect of over 55% in size
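Inverse agonists were sought by their lowering of basal cAMP reporter luciferase output in HEK293 cells stably carrying constitutively active human GLP-1R, after 24 h compound treatment.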
DRD3 agonist = agonists of human D3 dopamine receptor. actives 0.58% (n = 410,000). P35462. max activation, %. D3R DiscoveRx beta-arrestin cells, luminescence, 90 min. AID 652048; in the data active = max activation above about 30%; note: 0% is about no effect; mostly tested at two doses, the higher about 12 µM
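Agonist mode: compounds and dopamine controls were applied to plated cells for 90 min at 37 degrees C after an overnight attachment at 1500 cells/well. Luminescent read-out followed 30 - 60 minutes at room temperature with DiscoveRx detection reagent.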
IL2 activator = activates IL-2 in a cell-based reporter assay; AID 652025; actives 0.065% (n = 360,000); IL-2 activation reporter assay, cell-based qHTS; stimulated with anti-CD3/CD4/CD28 beads; in transgenic mouse T cells; activation, % (series mostly up to about 46 µM); in the data active = activation above about 50%; inconclusive = mostly about 30% to 49%; note: 0% is about no effect
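Using fluorescent plate cytometry, EGFP and DsRed are detected in transgenic mouse T cells stimulated 18 h at 37 degrees C with antibody-coated beads after 60 min compound pretreatment.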
Active calls of the source: *; ? = inconclusive; . = not tested or not shown; & = joins results of further samples; ! = repeats disagree; [ ] = dose if it differs, or a comment. Unless noted, calls come from the whole dose curve; as a rule, active = well fitted curve in the direction sought with a large enough effect; inconclusive = small, poorly fitted or top-dose-only effect, or another doubt; inactive = no such curve, though single readings can be large; an effect the other way counts as inactive or inconclusive.

SMILES | PI5P4K alpha inh | D3 antag | PLK1 PBD inh | WRN helicase inh | GLP-1R agonist | HEK293 tox | GLP1R inv ag | DRD3 agonist | IL2 activator
CSc1ccccc1C(=O)OCC(=O)N1CCCC1=O | 2 | -21 | -24% | 1% | 0% | 15% | -2% | -3 | 3.8
CCOc1ccc(OCC)c(NC(=O)CCn2cccc2)c1 | 9 | -2 | -4% | -6% | 2% | -2% | -21% | 6 | -0.8
CC1CC(=O)NC(=O)N1Cc1ccccc1 (stereo unspecified) | -2 | 18 | 1% | 9% | 3% | -4% | 11% | 12 | -0.7
COc1ccccc1C(=O)Nc1ccc(OCC(=O)N2CCCCC2)cc1 | 1 | 0 | 1% | 8% | 4% | -3% | 4% | -2 | 0.6
CCOCCCNC(=O)/C(C#N)=C/c1ccccc1F | -7 | 4 | -16% | -7% | 3% | 2%[0.307 µM] | -21%[0.307 µM] | -11 | 0.5
CN1CCC(N(C)C(=O)c2cc(S(=O)(=O)N3CCOCC3)ccc2Cl)CC1 | -4 | 6 | -9% | 10% | 0% | 19% | 24% | -9 | -0.7
Cc1ccc(C(=O)c2cc3c(cc2N)OCCO3)cc1 | 0 | 17 | -9% | 4% | 0% | -12% | 35%[activator] | 3 | 1.3
CCC1CCCCN1CC(=O)Nc1cc(C)c2c(=O)oc3ccccc3c2n1 (stereo unspecified) | . | . | . | . | -1% | -19% | 4% | 4 | .
CC1(C)C2([N+](=O)[O-])CN3CC1([N+](=O)[O-])CN(C2)C3c1ccc(O)c(O)c1 (stereo unspecified) | -1 | 11 | -3% | 1% | 13% | -7% | -8% | 8 | -1.5
Cc1nn(-c2ccccc2)c(C)c1C(=O)OCC(=O)N1CC(=O)Nc2ccccc21 | -4 | 22 | -9% | -14% | 22% | 8% | 12% | 6 | 1.8
CCOC(=O)C1=C(C)N=c2s/c(=C\c3ccc(OCC(=O)O)cc3)c(=O)n2C1c1ccccc1 (stereo unspecified) | ? | -12 | ? | ? | 2% | 2% | -14% | -2 | 0.9
CCN=C1SC(CC(=O)Nc2sc(C)c(C)c2C(=O)OC)C(=O)N1CC (stereo unspecified) | 2 | 14 | -5% | 3% | -3% | -4% | 0% | 4 | -0.3
Cc1cccc(NC(=O)CCN2C(=O)c3ccccc3C2=O)n1 | . | 12 | -8% | -1% | -6% | 3% | 1% | 10 | -0.7
O=C(/C=N/O)Nc1ccccc1 | 0 | 22 | -3% | 4% | -12% | -16% | 18% | 5 | 0.6
NC(=S)NNC(=S)Nc1ccccc1 | -70* | -1 | ? | ? | 0% | -1% | 6% | 2 | -0.5
CCOC(=O)n1c(SCC(=O)N(CC)CC)nc2ccccc21 | 7 | 11 | -5% | -1% | 21% | -14% | -29% | -8 | -0.4
COc1ccc(C(=O)N2CCCC(O)C2)cc1OC1CCN(C(C)C)CC1 (stereo unspecified) | -1 | -9 | 1% | -17% | 5% | 7% | 1% | 14 | -3.2
CCCCOC(=O)c1ccc(NC(=O)c2cc(Cl)ccc2OC)cc1 | 23 | 9 | -8% | -40%[57.1 µM] | 11% | 7% | ? | 0 | 0.0
Cc1cc(Cl)ccc1NC(=O)CCN1C(=O)C2CCCCC2C1=O (stereo unspecified) | 24 | 10 | 1% | 3% | 1% | -32% | -15% | 5 | 0.4
Cc1ccc(S(=O)(=O)CCNC(=O)Cc2ccc(Cl)cc2)cc1 | -9 | -16 | -9% | 2% | 7% | 15% | 3% | 2 | -0.1
Cc1nn2c(c1-c1ccc(Cl)cc1)N=C(c1ccco1)CC2c1ccccc1 (stereo unspecified) | . | -12 | -3% | -8% | -6% | 0% | 0% | 7 | -2.9
O=C(COc1ccc(Br)cc1Cl)Nn1cnnc1 | -5 | 7 | -5% | 0%[57.1 µM] | 0% | -9% | -28% | -6 | -0.4
Cc1ccnc(NS(=O)(=O)c2ccc(NC(=O)COc3ccccc3)cc2)n1 | -2 | 1 | -10% | 2% | 0% | 9% | 10% | 1 | -0.6
COc1ccc(C)cc1S(=O)(=O)N(C)CC(=O)N1CCCC1 | 3 | 9 | -2% | 1% | -4% | 1% | 4% | 5 | 2.1
COC(=O)c1[nH]c2cc(OC)c(OC)cc2c1NC(=O)c1cccc(OC)c1 | -3 | 0 | -1% | -34% | 1% | -14% | 36%[activator] | 3 | -0.3
NCCc1ccc(O)c(O)c1 | 0 | . | -11% | 6% | 22%&11% | 7% | 31%[activator] | . | -0.3
CCN(CC)C(=O)C1CC(=O)OC12CCCCC2 (stereo unspecified) | . | -1 | -8% | 6% | 3% | 0% | 1% | 1 | -2.5
COc1ccc(C(=O)N2CCCC(C(=O)N3CCN(c4ccccc4)CC3)C2)cc1 (stereo unspecified) | 3 | -7 | 1% | -5% | 0% | -1% | -15% | -41 | -4.7
Cc1ccccc1Oc1ccc(S(=O)(=O)NCCC(=O)O)cc1 | 4 | 3 | -12% | -4% | 2% | 1% | 63%[activator] | -2 | -1.8
COc1cc(C(=O)NCc2ccc(C)cc2)ccc1OCc1c(C)noc1C | 2 | 0 | -6% | -5% | 5% | 0% | -10% | -15 | 0.4
N/C(=N\c1nc2c(c(=O)[nH]1)CCC2)Nc1ccccc1 | -8 | 8 | -7% | 8% | 9% | -6% | 1% | -7 | -1.3
CC(C)CCNC(=O)NC(=O)CSc1ccc(S(=O)(=O)N2CCOCC2)cn1 | -21 | 11 | ? | 0% | -4% | 1% | -4% | 6 | 0.2
CC(C)(CSc1ncccn1)NS(=O)(=O)c1ccccc1 | -1 | 11 | 3% | 9% | 3% | 7% | -16% | -4 | 0.5
CCCC(=O)NC(c1ccc(C)cc1)c1ccc2cccnc2c1O (stereo unspecified) | -1 | -26 | -10% | 1% | 8% | -16% | -12% | 31* | -0.6
CCOc1cc(S(=O)(=O)Nc2ccc(Cl)cn2)ccc1F | -3 | -19 | 5% | 0% | 2% | 3% | -7% | 0 | -2.2
CCCC(c1nnnn1CCOC)N1CCN(c2nc3ccccc3s2)CC1 (stereo unspecified) | ? | -13 | 5.3µM* | -4% | 9% | 21% | -1% | 4 | -2.1
O=C1CC(N2CCOCC2)C(=O)N1c1ccccc1Cl (stereo unspecified) | . | 14 | -8% | -4% | 2% | 12% | 0% | -2 | -2.6
COc1ccc(N2CCN(C(=O)C3CCN(S(=O)(=O)c4ccc(C)cc4)CC3)CC2)cc1 | 2 | -7 | -10% | 3% | -1% | -2% | 2% | -8 | 1.2
COCCSc1ccccc1C(=O)NCc1ccc2c(c1)OCO2 | -1 | 10 | -9% | 12% | -4% | 2% | -14% | -5 | -0.9
CC1(C(=O)Nc2ccccc2Cc2ccccc2)CCN1Cc1ccccc1Cl (stereo unspecified) | 19 | 0 | -10% | -9% | -6% | 2% | ? | -8 | -0.9
O=C(Nc1cccc(C(=O)Nc2ccc(F)cc2F)c1)c1ccccc1 | -1 | -9 | -9% | -1% | -1% | -3% | -21% | 3 | 0.3
CO/N=C/c1ccc(Oc2ccc(C)cc2)c([N+](=O)[O-])c1 | -7 | -1 | 12µM* | -24% | 15% | 13% | ? | -1 | -0.3
CCOC(=O)c1c(-c2ccc(C)cc2)csc1NC(=O)c1ccc(N2C(=O)CCC2=O)cc1 | -4 | 10 | -3% | -4% | 2% | -1% | -14% | 1 | -0.4
CCCCN(CC)CCCNC(=O)c1cn(CC)c2ccc(S(=O)(=O)N3CCc4ccccc4C3)cc2c1=O | -7 | -24 | -11% | 5% | 10%&-1% | 2%&-2% | ? | -24&-18 | -5.7
CC(C)C[C@@H](CNCC(=O)[C@H](Cc1ccccc1)NC(=O)c1[nH]cnc1C(=O)N[C@@H](C)CN)NC(=O)c1nc[nH]c1C(=O)N[C@@H](C)C(=O)O | -24 | ? | -22% | -1% | 0% | -13% | -12% | -19 | 1.8
CCC(O)C1CCN(C(=O)c2ccc(OC3CCN(Cc4ccccn4)CC3)cc2)CC1 (stereo unspecified) | 6 | -13 | -1% | -1% | 6% | -7% | -1% | 4 | -2.6
CCOC(=O)C1=C(C)NC(=S)N(C(C)=O)C1c1ccc(OC)c(OC)c1 (stereo unspecified) | -1 | 2 | 4% | -2% | 7% | -17% | 1% | -6 | 10
CC(Oc1ccc(F)cc1)C(=O)Nc1cc(S(=O)(=O)N2CCOCC2)ccc1N1CCCC1 (stereo unspecified) | 11 | 0 | -10% | 5% | 0% | 10% | 11% | 6 | 1.0
COc1ccc(-c2ccc(-c3nc4ccc(C)cn4c3NC3CCCCC3)cc2OC)cc1 | 0&-6 | 43&-8 | 4%&-2% | 2%&-1% | -4%&-3% | 20%&6% | ? | 55*! | -0.8&-0.5
Cc1noc(NS(=O)(=O)c2ccc(N/C=C/C(=O)c3cccnc3)cc2)c1C | . | -29 | -15% | -22% | 2% | -30% | 22% | -20 | -0.8
CCCC(C)C(=O)Nc1ccc(F)c(Cl)c1 (stereo unspecified) | -5 | -1 | -1% | -2% | 4% | -2% | ? | -6 | -1.4
COc1ccc(-c2nc(CS(=O)CC(=O)NC3CCCC(C)C3C)c(C)o2)cc1OC (stereo unspecified) | -5 | -19 | -27% | -2% | 4% | -1% | 107%[activator] | -1 | -3.7

Grouped by structure: those above containing fluorine (five)
SMILES | PI5P4K alpha inh | D3 antag | PLK1 PBD inh | WRN helicase inh | GLP-1R agonist | HEK293 tox | GLP1R inv ag | DRD3 agonist | IL2 activator
CCOCCCNC(=O)/C(C#N)=C/c1ccccc1F | -7 | 4 | -16% | -7% | 3% | 2%[0.307 µM] | -21%[0.307 µM] | -11 | 0.5
CCOc1cc(S(=O)(=O)Nc2ccc(Cl)cn2)ccc1F | -3 | -19 | 5% | 0% | 2% | 3% | -7% | 0 | -2.2
O=C(Nc1cccc(C(=O)Nc2ccc(F)cc2F)c1)c1ccccc1 | -1 | -9 | -9% | -1% | -1% | -3% | -21% | 3 | 0.3
CC(Oc1ccc(F)cc1)C(=O)Nc1cc(S(=O)(=O)N2CCOCC2)ccc1N1CCCC1 (stereo unspecified) | 11 | 0 | -10% | 5% | 0% | 10% | 11% | 6 | 1.0
CCCC(C)C(=O)Nc1ccc(F)c(Cl)c1 (stereo unspecified) | -5 | -1 | -1% | -2% | 4% | -2% | ? | -6 | -1.4
